# CHT allo act = allosteric activators of human choline transporter CHT; Q9GZV3; CHT-expressing cells, membrane potential dye, choline EC20; stronger effect = higher value; LV-AA mutant CHT in HEK293 cells; B-score at 10 µM; actives 0.49% (n = 310,000); AID 488977;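 active = initial fluorescence not abnormally high and integrated response B-score, plate-corrected, over 3 SD above library mean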
# Target sequence (Q9GZV3 whole entry, looked up): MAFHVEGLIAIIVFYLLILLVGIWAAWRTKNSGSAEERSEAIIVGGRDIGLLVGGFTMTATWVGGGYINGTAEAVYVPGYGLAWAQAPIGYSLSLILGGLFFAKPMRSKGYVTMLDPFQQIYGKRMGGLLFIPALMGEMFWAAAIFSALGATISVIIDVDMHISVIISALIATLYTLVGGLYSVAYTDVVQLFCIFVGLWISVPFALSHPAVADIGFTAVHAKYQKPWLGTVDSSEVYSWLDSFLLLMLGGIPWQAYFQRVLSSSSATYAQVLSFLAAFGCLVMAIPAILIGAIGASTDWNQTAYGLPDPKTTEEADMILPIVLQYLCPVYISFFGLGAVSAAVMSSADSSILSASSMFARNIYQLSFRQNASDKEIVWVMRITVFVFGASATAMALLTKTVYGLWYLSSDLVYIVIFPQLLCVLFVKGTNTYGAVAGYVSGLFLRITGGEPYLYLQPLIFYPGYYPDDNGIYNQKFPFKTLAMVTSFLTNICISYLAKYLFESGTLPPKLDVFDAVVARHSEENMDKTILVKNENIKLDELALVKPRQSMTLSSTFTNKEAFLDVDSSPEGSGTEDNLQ
# CHT block = human CHT choline transport inhibition. Q9GZV3. CHT-expressing cells, membrane potential dye, choline response; stronger effect = lower value. B-score at 10 µM. actives 0.86% (n = 310,000). AID 488975;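 active = B-score over 3 SD under the library average, and starting fluorescence ratio not unusually high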;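 note: choline stimulus applied at its EC90 after an EC20 pre-addition; B-score computed on integrated fluorescence ratio after choline addition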
# STK33 kinase inh = blocks human STK33 kinase activity | purified STK33, MBP phosphorylation, ADP-Glo luminescence | inhibition, % at 10 µM | actives 0.073% (n = 320,000);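 active = inhibition at or above 25%, using the most active replicate where run in duplicate; inactive = inhibition below 25%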
# Target sequence (Q9BYT3 whole entry, looked up): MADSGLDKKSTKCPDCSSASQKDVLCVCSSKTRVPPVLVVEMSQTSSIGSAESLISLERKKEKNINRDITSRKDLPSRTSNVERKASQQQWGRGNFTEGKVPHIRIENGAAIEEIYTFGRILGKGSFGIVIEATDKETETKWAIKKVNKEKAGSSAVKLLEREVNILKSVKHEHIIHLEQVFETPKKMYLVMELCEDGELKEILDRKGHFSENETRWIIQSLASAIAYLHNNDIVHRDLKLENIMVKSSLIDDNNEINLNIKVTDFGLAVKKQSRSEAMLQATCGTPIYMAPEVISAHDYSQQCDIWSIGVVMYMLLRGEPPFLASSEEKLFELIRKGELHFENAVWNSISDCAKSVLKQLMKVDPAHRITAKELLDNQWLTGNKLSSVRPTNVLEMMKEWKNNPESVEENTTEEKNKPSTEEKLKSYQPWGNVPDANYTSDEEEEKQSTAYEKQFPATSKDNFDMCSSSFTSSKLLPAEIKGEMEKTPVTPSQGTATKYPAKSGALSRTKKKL
# An asterisk follows results filed as active; i = inactive; . = no result given.
SMILES,CHT allo act,CHT block,STK33 kinase inh
Cc1ccc(C)c(OCc2nnc(SCC(=O)NC(=O)NCc3ccco3)o2)c1,i,i,0.1
Cc1c(NC(=O)c2cc(CC(C)C)on2)c(=O)n(-c2ccccc2)n1C,i,i,-2.8
Cc1ccc(CN(Cc2ccccn2)C(=O)Nc2c(F)cccc2F)cc1,i,i,-4.0
Cc1cc(C)c(S(=O)(=O)Nc2c(C)n(C)n(-c3ccccc3)c2=O)cc1[N+](=O)[O-],i,i,0.2
C=CCn1c(COc2ccc3c(c2)CCCC3)nnc1SCC(=O)Nc1cccc(SC)c1,i,i,-0.9
CCOC(=O)N1CCC(NC(=O)CCc2c(C)nc3c(c(C)nn3C(C)(C)C)c2C)CC1,i,i,-0.9
O=C(CSc1nnc(-c2ccccc2)o1)NC1CCS(=O)(=O)C1 (stereo not given),i,i,-0.9
CCCn1cc(S(=O)(=O)c2ccc(C)cc2)c(=O)c2cc(OC)c(OC)cc21,i,i,-2.1
COc1ccc(-n2cc(CNCC3CC(=O)N(C4CC4)C3)c(-c3ccccc3Cl)n2)cc1 (stereo not given),i,i,-1.1
COc1ccc(Br)cc1CNC(=O)CCC(=O)n1nc(C)c2ccccc21,i,i,-0.3
COc1ccc(C)cc1NC(=O)CCNS(=O)(=O)c1ccc2c(c1)CC(C)N2C(C)=O (stereo not given),i,i,-0.8
CN(C)C(CNC(=O)C1CCN(S(=O)(=O)c2ccccc2)CC1)c1ccccc1 (stereo not given),i,i,-0.1
CC1CCCCN1C(=O)Cc1ccc(Cl)cc1 (stereo not given),i,i,-1.9
O=C(O)c1cccc(S(=O)(=O)N(Cc2ccccc2)c2cccc(C(F)(F)F)c2)c1,i,i,-1.2
COc1ccc(CNCc2cccc(OC)c2OC)cc1Br,i,i,-0.9
COc1ccc(CCNC(=O)CCc2nc3ccccc3[nH]2)cc1OC,i,i,-1.3
CCCCN(CC)CCCNC(=O)c1cc2c(=O)n(CC)c3ccccc3c2s1,i,i,2.7
CC(C)(C)NS(=O)(=O)c1ccc(CCC(=O)Nc2ccc3c(c2)OCO3)cc1,i,i,0.1
CCOc1ccc(Br)cc1S(=O)(=O)Nc1cccc(S(=O)(=O)N(C)C)c1,i,i,-1.4
COc1ccccc1NC(=O)CCCc1c[nH]c2ccccc12,i,i,-0.4
Cc1ccc(C(=O)OCC(=O)NCC2CCCO2)c(C)c1 (stereo not given),i,i,-1.3
COc1ccc(C(=O)N/N=C/C(C)c2ccccc2)cc1OC (stereo not given),i,i,-2.5
COC(=O)C1CCN(C(=O)COC(=O)Cc2c[nH]c3ccccc23)CC1,i,i,-0.6
Oc1ccc(-c2cnc3ccccc3n2)cc1,i,i,23.1
Cc1oc(-c2cc(F)ccc2F)nc1CN1CCN(c2ncnc3ccccc23)CC1,i,i,-0.9
O=C(NCc1ccncc1)Nc1ccccc1Cl,i,i,-1.4
N/C(=N\N=C\c1ccc2c(c1)OCO2)SC1CC(=O)N(c2ccc(C(=O)O)cc2)C1=O (stereo not given),i,i,-0.8
Cc1[nH]c(C)c(S(=O)(=O)N(C)Cc2ccccc2)c1C(=O)N1CCCCC1,i,i,1.4
CCCCCCCCS(=O)C1CCS(=O)(=O)C1 (stereo not given),i,i,-3.3
CCn1c(COc2ccc3ccccc3c2C)nnc1SCC(=O)Nc1cccc(C(=O)O)c1,i,i,2.4
COC(=O)c1cn(NC(=O)C2CCC(C(C)(C)C)CC2)c(=O)c2ccccc12 (stereo not given),i,i,-2.0
Cc1cc(=O)oc2c3c(ccc12)OC/C3=N/N,i,i,-0.8
Fc1cccc(Cl)c1CSc1nnc(CN2CCOCC2)n1-c1ccccc1,i,i,-0.1
CC(C(=O)c1ccc(-c2ccccc2)cc1)[n+]1ccccc1 (stereo not given),i,i,0.8
CC(C)(C)c1ccc(CNC(=O)c2ccc3c(c2)NC(=O)CO3)cc1,i,i,0.3
CCn1c(SCC(=O)Nc2ccc(C)cc2)nnc1-c1ccccn1,i,i,1.0
CCN(Cc1ccccc1)C(=O)c1cc(S(=O)(=O)N2CCOCC2)cn1C,i,i,0.3
COc1ccc2[nH]c(=O)c(CNc3ccccc3)cc2c1,i,i,0.3
O=C(C1CCN(S(=O)(=O)c2ccc(Cl)cc2)CC1)N1CCCC1,i,i,3.5
O=C(N/N=C/c1ccc(O)cc1)c1cccc(N/N=C/c2ccc(O)cc2)c1,i,i,0.7

# A draw from above in order of molar mass, lowest first:
SMILES,CHT allo act,CHT block,STK33 kinase inh
Oc1ccc(-c2cnc3ccccc3n2)cc1,i,i,23.1
COc1ccc2[nH]c(=O)c(CNc3ccccc3)cc2c1,i,i,0.3
CC(C)(C)c1ccc(CNC(=O)c2ccc3c(c2)NC(=O)CO3)cc1,i,i,0.3
O=C(CSc1nnc(-c2ccccc2)o1)NC1CCS(=O)(=O)C1 (stereo not given),i,i,-0.9
Cc1ccc(CN(Cc2ccccn2)C(=O)Nc2c(F)cccc2F)cc1,i,i,-4.0
CCN(Cc1ccccc1)C(=O)c1cc(S(=O)(=O)N2CCOCC2)cn1C,i,i,0.3
CCCn1cc(S(=O)(=O)c2ccc(C)cc2)c(=O)c2cc(OC)c(OC)cc21,i,i,-2.1
CC(C)(C)NS(=O)(=O)c1ccc(CCC(=O)Nc2ccc3c(c2)OCO3)cc1,i,i,0.1
Fc1cccc(Cl)c1CSc1nnc(CN2CCOCC2)n1-c1ccccc1,i,i,-0.1
Cc1oc(-c2cc(F)ccc2F)nc1CN1CCN(c2ncnc3ccccc23)CC1,i,i,-0.9
COc1ccc(Br)cc1CNC(=O)CCC(=O)n1nc(C)c2ccccc21,i,i,-0.3
N/C(=N\N=C\c1ccc2c(c1)OCO2)SC1CC(=O)N(c2ccc(C(=O)O)cc2)C1=O (stereo not given),i,i,-0.8
COc1ccc(-n2cc(CNCC3CC(=O)N(C4CC4)C3)c(-c3ccccc3Cl)n2)cc1 (stereo not given),i,i,-1.1
CCOc1ccc(Br)cc1S(=O)(=O)Nc1cccc(S(=O)(=O)N(C)C)c1,i,i,-1.4
CCn1c(COc2ccc3ccccc3c2C)nnc1SCC(=O)Nc1cccc(C(=O)O)c1,i,i,2.4
C=CCn1c(COc2ccc3c(c2)CCCC3)nnc1SCC(=O)Nc1cccc(SC)c1,i,i,-0.9

# The results go on.
SMILES,CHT allo act,CHT block,STK33 kinase inh
O=C(Cn1cncn1)NCc1cccc2ccccc12,i,i,-0.9
O=C(C(=O)N1CCN(Cc2ccccc2)CC1)c1c[nH]c2ccccc12,i,i,-0.7
N#Cc1cc2[nH]c3ccccc3c2[n+](-c2ccc([N+](=O)[O-])cc2)c1N,8.83*,i,-1.1
C=CCn1c(SCc2csc(C)n2)nc2sc3c(c2c1=O)CCC(C)C3 (stereo not given),i,i,-0.2
COc1ccc(NC(=S)N(C)CC2COc3ccccc3O2)cc1 (stereo not given),i,i,-0.6
CC(C)OC(=O)CN1C(=O)C(=O)c2ccccc21,i,i,0.2
CC(=O)c1cccc(NC(=S)N2CCc3ccccc32)c1,i,i,-1.6
CCOc1cc(S(=O)(=O)N2CC=C(c3ccc(F)cc3)CC2)c(OCC)cc1-n1cnnn1,i,i,-1.8
Cc1cccc(C(C(N)=O)c2ncc(C(F)(F)F)cc2Cl)c1 (stereo not given),i,i,0.3
COc1ccccc1-c1c(C(F)(F)F)oc2cc(OS(C)(=O)=O)ccc2c1=O,i,i,-0.9
COCCN(Cc1cc2cc3c(cc2n2nnnc12)OCO3)C(=O)c1ccccc1F,i,i,-0.4
CC1=C(C(=O)N2CCOCC2)C(c2ccccc2F)C2=C(CCCC2=O)N1 (stereo not given),i,i,-1.0
Cc1ccc(N2CC(C(=O)N3CCC(C(=O)Nc4nnc(C(C)(C)C)s4)CC3)CC2=O)cc1 (stereo not given),i,i,-0.1
Cc1c(Cl)ccc2sc(N3CCN(C(=O)C4=COCCO4)CC3)nc12,i,i,-1.1
CCn1ncc(C2=NOC(C(=O)Nc3ccccc3C(=O)OC)C2)c1C (stereo not given),i,i,-1.7
COc1ccc2cc(C3OCCO3)c(Cl)nc2c1,i,i,-1.3
COc1ccc(Nc2nc(-c3cccs3)cs2)c(OC)c1,i,i,0.5
CCCc1ccc(C(C)NC(=S)NCc2ccc(F)cc2)cc1 (stereo not given),i,i,-1.0
O=C(O)C1(c2ccccc2)CCN(S(=O)(=O)c2cccc(Cl)c2)CC1,i,i,0.7
Cc1ccnc(NS(=O)(=O)c2cc([N+](=O)[O-])ccc2C)c1,i,i,-0.8
O=c1c2ccccc2nc(SCc2cc(F)ccc2F)n1C1CCCC1,i,i,-1.4
COc1ccc(C(C#N)=C2C=CC(=NO)C=C2)cc1,i,i,0.4
Cn1c(=O)c2c(nc(N3CCCC3)n2C)n(C)c1=O,i,i,-0.1
Cc1nc2nc(SCC(=O)NCCCN3CCOCC3)nn2c(C)c1Cc1ccccc1,i,i,0.4
Brc1ccc(/C=N/n2cnnc2)s1,i,i,0.6
CCCCN(CCCC)CC1OCc2ccccc2CO1,i,i,-1.2
COC(=O)c1ccc2c(=O)[nH]c(COC(=O)CCC(=O)c3ccc(Cl)cc3)nc2c1,i,i,-0.4
CCN(CC(=O)Nc1cc(Cl)ccc1C)C(=O)CCS(=O)(=O)c1ccc(Cl)cc1,i,i,-0.4
CCN(CC(=O)Nc1cccc(S(=O)(=O)N2CCCC2)c1)CC(=O)Nc1ccccc1OC,i,i,-0.5
Cc1ccc(/C=N/Nc2ccnc3cc(Cl)ccc23)c(C)c1,i,i,-1.2
O=C(Nc1nc(-c2ccccc2)c(C(=O)c2ccccc2)s1)c1ccc(S(=O)(=O)N2CCCCC2)cc1,i,i,-0.4
CC(=O)NCCNC(=O)c1ccc(-n2c(C)ccc2C)cc1,i,i,-1.4
Cc1cc(NC(=O)c2cccs2)no1,i,i,1.6
CCOC(=O)CSC1=C(C#N)C(c2ccco2)C(C(=O)OCc2ccccc2)=C(C)N1 (stereo not given),i,i,-1.1
O=C(N/N=C/c1cc(Br)c(O)c(Br)c1)c1cc2c(ccc3ccccc32)o1,i,i,-0.9
COc1ccc(N/N=C(/N=Nc2nc(C)cc(=O)[nH]2)c2ccccc2)cc1,i,i,-0.3
O=C(NCCc1csc(-c2ccccc2)n1)c1ccco1,i,i,0.2
CCOc1ccc(-c2nnn(CC(=O)NCc3cccs3)n2)cc1,i,i,-1.5
CCn1c(-c2ccccc2)c(C(=O)CCl)c2ccccc21,i,i,-0.3
COc1cccc(-n2c(CN3CCN(c4cccc(C)c4)C(C)C3)nc3ccc([N+](=O)[O-])cc3c2=O)c1 (stereo not given),i,i,0.1
COc1ccc(N2C(=O)N(Cc3ccc(C)cc3)c3ccccc3S2(=O)=O)cc1,i,i,-0.4
CCN(CC)S(=O)(=O)c1ccc(NC(=O)c2ccc(N(C)S(C)(=O)=O)cc2)cc1,i,i,-1.4
CCCCCCNC(=O)CC(NS(=O)(=O)c1ccc(NC(C)=O)cc1)C(C)C (stereo not given),i,i,0.1
Cc1ccc(-c2nnc(Nc3ccc(O)cc3)c3ccccc23)cc1S(=O)(=O)NCCO,i,i,0.2
C=CCn1c(-c2cc(Cl)ccc2OC)n[nH]c1=S,i,i,-1.0
CC1CCc2c(sc3nc(CN4CCOCC4)nc(NS(=O)(=O)c4cccc([N+](=O)[O-])c4)c23)C1 (stereo not given),i,i,0.9
CN(CC(=O)NC(=O)NCc1ccco1)Cc1nc2ccccc2c(=O)[nH]1,i,i,1.5
COc1cc(/C=C/C(=O)c2ccc(NS(=O)(=O)c3ccc(C)cc3)cc2)ccc1OC(F)F,i,i,-1.6
O=C(COC(=O)COc1ccc(Br)cc1)NCCC1=CCCCC1,i,i,.
O=C(O)CC1S/C(=N/N=C2CCCCC2)N(c2ccccc2)C1=O (stereo not given),i,i,.
CCOC(=O)N1CCN(c2cc3nccnc3cc2F)CC1,i,i,0.8
Cc1ccc(C(=O)CC2(O)C(=O)N(Cc3ccccc3)c3ccccc32)o1 (stereo not given),i,i,0.8
COc1ccc(S(=O)(=O)N(C)CC(=O)NCCCn2ccnc2)cc1Cl,i,i,-1.4
CC1(C(=O)N2CCOCC2)CCCCC1,i,i,0.8
CC(C)OC(=O)CSc1nc2c(c(C3CC=CCC3)c1C#N)CCC2 (stereo not given),i,i,-0.1
COc1ccc(Cl)cc1S(=O)(=O)N(C)CC(=O)NCCCn1ccnc1,i,i,2.2
CCC(=O)Nc1ccc(C(=O)n2nc(C)cc2C)cc1,i,i,-3.4
CCOC(=O)c1c(NC(=O)C2C3C=CC(C3)C2(C)C(=O)O)sc2c1CCCC2 (stereo not given),i,i,-1.0
Cc1cccc(OCc2nnc(SCC(=O)Nc3nccs3)o2)c1,i,i,-1.0
CC(C)CN(c1ccccc1)S(=O)(=O)c1nnc(NC(=O)C(C)C)s1,i,i,-1.9

# (more compounds)
SMILES,CHT allo act,CHT block,STK33 kinase inh
CCOC(=O)Cn1c(C)[n+](CC(=O)c2ccccc2)c2ccccc21,i,i,-1.9
COc1ccc(-c2cc(C(=O)NCCN3CCOCC3)c3cc(C(C)C)ccc3n2)cc1,i,i,0.3
CCc1ccc(S(=O)(=O)N2CCN(c3ncccn3)CC2)cc1,i,i,0.4
Cc1nc2scc(C)n2c(=O)c1S(=O)(=O)N1CCN(c2ccccn2)CC1,i,i,0.1
O=S(=O)(c1ccc(OCc2nc3ccccc3s2)c(Cl)c1)N1CCOCC1,i,i,-2.2
N/C(CCN1CCCCC1)=N/O,i,i,-1.7
COc1cc(C(=O)OC(C)C(=O)NCC2CCCCC2)cc(NC(=O)c2ccco2)c1OC (stereo not given),i,i,-2.1
Cc1cc(C(=O)NCC(=O)OCC(=O)N(C)C2CCCCC2)ccc1[N+](=O)[O-],i,i,0.5
COc1nccnc1NS(=O)(=O)c1ccc(NC(=S)NC(=O)c2ccccc2)cc1,i,i,0.9
COc1ccc(-c2c(C)nc(N)nc2-c2ccc(OCc3ccc(C)cc3)cc2O)cc1OC,i,i,-0.2
COc1ccc(/C=C/C(=O)c2ccc3c4c(cccc24)CC3)cc1OC,i,i,-0.1
